PolyA inhibitor: blocks polyadenylation in yeast reporter cells. S. cerevisiae SKY197-pL101 polyadenylation reporter, beta-gal luminescence; efflux-impaired pdr1/pdr3 knockout yeast; score 100 = 6 SD above DMSO. calls only at 12 µM. 300,000 tested, 0.02% active. AID 1875;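 active means lowest replicate activity score at least 50, where 100 means six control SD above control mean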;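 further: yeast exposed to compound for 9 h at 30 °C; higher score means more reporter readthrough which indicates perturbed polyadenylation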
KCNQ1 pot: potentiators or activators of human KCNQ1 potassium channel | CHO-K1 KCNQ1, thallium flux FluxOR fluorescence; active compounds read high | P51787 | 310,000 tested, 0.35% active | AID 2648 | B-score at 10 µM;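 active means fluorescence ratio B-score, a plate-corrected score, at least three library SD, with initial intensity B-score within 5 SD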
Target sequence (P51787 whole entry, looked up): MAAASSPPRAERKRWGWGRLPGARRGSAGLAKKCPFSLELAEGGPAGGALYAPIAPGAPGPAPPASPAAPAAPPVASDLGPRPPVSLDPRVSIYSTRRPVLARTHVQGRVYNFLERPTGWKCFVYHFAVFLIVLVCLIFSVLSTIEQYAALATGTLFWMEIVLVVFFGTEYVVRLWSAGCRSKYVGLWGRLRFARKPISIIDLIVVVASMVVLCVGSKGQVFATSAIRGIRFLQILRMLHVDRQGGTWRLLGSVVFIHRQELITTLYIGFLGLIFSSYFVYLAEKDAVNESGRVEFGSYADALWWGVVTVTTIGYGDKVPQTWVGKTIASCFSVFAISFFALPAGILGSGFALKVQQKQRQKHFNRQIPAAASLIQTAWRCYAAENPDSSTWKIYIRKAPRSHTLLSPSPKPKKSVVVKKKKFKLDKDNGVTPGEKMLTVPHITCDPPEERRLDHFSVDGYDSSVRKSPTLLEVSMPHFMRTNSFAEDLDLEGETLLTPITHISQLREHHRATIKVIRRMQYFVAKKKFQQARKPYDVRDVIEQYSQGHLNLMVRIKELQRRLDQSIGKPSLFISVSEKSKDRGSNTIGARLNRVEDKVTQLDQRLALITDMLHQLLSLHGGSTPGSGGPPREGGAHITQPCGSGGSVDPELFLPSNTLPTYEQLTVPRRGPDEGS
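Assay system: stable KCNQ1 CHO-K1 line; medium: assay buffer, equal DMSO in all wells; timing: 90 min dye loading and 20 min compound exposure, both at room temperature; technique: kinetic FluxOR thallium fluorescence, 10-s 1-Hz baseline, 110-s post-stimulus read; read-out basis: B score of baseline-normalized fluorescence ratio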
KCNK9 inh: human KCNK9 channel inhibition; Q9NPC2; HEK293 KCNK9, FluxOR thallium flux fluorescence; active compounds read low; B-score at 10 µM; 310,000 tested, 1.2% active; AID 488922;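 active means ratio B-score over 3 SD below the library mean, with starting fluorescence within 5 SD of its mean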;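 further: negative B-score means less thallium flux so channel inhibition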
GSK3B inh: inhibitors of human GSK3beta kinase. P49841. GST-GSK3beta kinase, ADP-Glo luminescence, 60 min; active compounds read low. activity score (negative = inhibition), % at 10 µM. 300,000 tested, 0.038% active. AID 2097;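 active means more than half of replicate wells score below -50%, meaning over 50% inhibition versus plate controls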;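 further: 0% = median DMSO wells and -100% = median GW8510 positive control wells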
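Test system – GST-tagged human GSK3beta kinase, cell-free · Incubation – 60 min enzyme reaction, room temperature · Signal – ADP-Glo luminescence · Also added – peptide substrate and ATP at 25 µM · Controls – DMSO neutral wells and GW8510 at 20 µM as positive · Buffer or medium – Tris/MgCl2 kinase buffer · Measure – Luminescence-derived activity versus plate DMSO and GW8510 wells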
HDAC3 inh: blocks human histone deacetylase 3; O15379; 320,000 tested, 0.15% active; inhibition, % at 8.3 µM; AID 2718; recombinant HDAC3, fluorogenic peptide/trypsin coupled, fluorescence; in the data active means inhibition above about 26%, passing the limit was not always enough
KCNQ1 block: inhibitors of human KCNQ1 potassium channel. CHO-K1 KCNQ1, FluxOR thallium flux fluorescence; active compounds read high. B-score at 10 µM. 310,000 tested, 1.3% active. AID 2642;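 active means compounds whose thallium flux B-score, printed positive for inhibition, exceeds three library SD while starting fluorescence stays within three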;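 further: channel opened by potassium depolarization with thallium stimulus after 20 min compound exposure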
DYRK1A inh: Dyrk1A (rat) kinase inhibition; Q63470; ADP-Glo luminescence, NFATc1 peptide; inhibition, % at 12.5 µM; 310,000 tested, 0.43% active; AID 504441; in the data active means inhibition above about 50%;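 further: plate controls were vehicle with enzyme for no effect and no enzyme for full effect; many of its hits are not listed in these tables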
KCNK3 block: human KCNK3 channel inhibition, primary screen | 340,000 tested, 0.84% active | B-score at 10 µM | CHO-KCNK3 thallium flux, FluxOR fluorescence; active compounds read low | AID 602410 | O14649;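 active means B-score under library mean minus 4 SD, starting fluorescence ratio at most library mean plus 5 SD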;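 further: more negative B-score means stronger inhibition of thallium flux through KCNK3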
Target sequence (O14649 whole entry, looked up): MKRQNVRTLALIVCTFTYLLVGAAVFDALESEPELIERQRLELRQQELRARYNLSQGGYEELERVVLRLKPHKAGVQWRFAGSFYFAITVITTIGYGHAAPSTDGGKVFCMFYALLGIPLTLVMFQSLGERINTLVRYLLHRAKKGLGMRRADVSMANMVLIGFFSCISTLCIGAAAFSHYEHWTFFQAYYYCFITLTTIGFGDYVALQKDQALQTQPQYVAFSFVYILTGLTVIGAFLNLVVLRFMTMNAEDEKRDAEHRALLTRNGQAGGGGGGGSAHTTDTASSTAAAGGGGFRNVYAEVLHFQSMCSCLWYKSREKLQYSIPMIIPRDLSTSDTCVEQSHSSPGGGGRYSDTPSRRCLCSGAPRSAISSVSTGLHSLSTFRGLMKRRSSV
GSK3 alpha inh: inhibitors of human GSK-3 alpha kinase | P49840 | ADP-Glo luminescence, 60 min | inhibition, % at 10 µM | 320,000 tested, 0.1% active | AID 2650;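 in the data active means inhibition above about 50%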;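 further: GST-tagged GSK-3 alpha with peptide substrate and 25 µM ATP; 0% = DMSO neutral wells and 100% = GW8510 positive control wells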
hERG rescue: compounds protecting human hERG from proarrhythmic drug block. Q12809. CHO-hERG, FluxOR thallium flux, dofetilide IC70 present. activation (rescue from dofetilide block), less the hit threshold, % at 10 µM. 310,000 tested, 0.51% active;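 active means activation above the mean of controls blocked by dofetilide plus 5 SD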;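 further: thallium influx through hERG after potassium depolarization seen as dye fluorescence rise; in these data hits start at about 4.7%; inactives centre near -7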
RGS4 pot: RGS4 potentiation or activation. HEK293 M3R/inducible RGS4, carbachol calcium flux Fluo4; active compounds read low. B-score at 10 µM. 310,000 tested, 0.92% active. AID 463111;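 active means B-score of the integrated calcium signal more than 4 SD below the library mean, with starting fluorescence not abnormally high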;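 further: negative B-score means reduced calcium response which marks RGS4 activation or potentiation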
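test system = HEK293 cells with stable M3R and inducible RGS4 | schedule = recording 10 s baseline at 1 Hz, 100 s post-agonist | technique = Fluo4-AM (2 µM) calcium-flux fluorescence, kinetic read | measure = Agonist-evoked peak-minus-minimum fluorescence over baseline, integrated ratio, B score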
* = called active by the depositor; i = inactive; . = not tested or not shown. These rows are one share of the data. The share of hits here may be higher or lower than overall.

structure	PolyA inhibitor	KCNQ1 pot	KCNK9 inh	GSK3B inh	HDAC3 inh	KCNQ1 block	DYRK1A inh	KCNK3 block	GSK3 alpha inh	hERG rescue	RGS4 pot
CC1SC(=Nc2ccccc2)N(S(=O)(=O)c2ccccc2)C1=O (centres undefined)	i	i	i	-2	.	i	-5	i	.	-8	i
CC(=O)N1CCN(c2ccccc2NC(=O)c2ccc(Br)o2)CC1	i	i	i	-9	-2	i	22	i	42	-9	i
CSc1nc(N2CCCC2)c2c(c1C#N)CC(C)(C)OC2	i	i	i	3	-13	i	-4	i	5	-12	i
COc1ccc(CCn2c(C)cc(C(=O)CSc3nc(N)cc(=O)[nH]3)c2C)cc1	i	i	i	1	.	i	-6	i	.	-14	i
CCCN(CCC)Cc1cc(=O)oc2cc3c(cc12)CCC3	i	i	i	-4	5	i	3	i	-1	-14	i
CN(C)S(=O)(=O)N1CCN(CC(O)COc2ccc3cc(Br)ccc3c2)CC1 (centres undefined)	i	i	i	2	5	i	0	i	-2	-14	i
c1ccc(CCN2CCN=C2Nc2ccccc2)cc1	i	i	i	-1	1	i	-6	i	1	-8	i
COC(=O)c1c(NC(=O)c2nc3ccccc3s2)sc2c1CC(C)(C)NC2(C)C	i	i	i	-1	-1	i	-2	i	0	-36	i
CCOc1ccc2c(c1)n([O-])c1c([n+]2=O)CCCC1	i	i	i	4	.	i	-4	i	.	-9	i
CCCCNC(=O)C(=O)N/N=C/c1ccc(OCC(=O)Nc2cccc(OC)c2)c(OC)c1	i	i	i	0	0	i	-6	i	-2	-9	i
Cc1c(NC(=O)COC(=O)c2ccccc2Cl)c(=O)n(-c2ccccc2)n1C	i	i	i	3	6	i	-2	i	0	-8	i
CCOc1ccc(-n2c(=S)sc3c(=O)n(-c4ccccc4)c(SCC(=O)O)nc32)cc1	i	i	i	5	16	i	11	i	-6	-4	i
CCn1cc(C2CC(=O)NC2=O)c2ccccc21 (centres undefined)	i	i	i	0	7	i	15	i	10	-5	i
CCN1CCN(Cc2c(O)ccc3c(=O)c(-c4ccccc4OC)coc23)CC1	i	i	i	0	-36	i	-1	i	-1	-7	i
Cc1ccc(O)c(NS(=O)(=O)c2cccc3nsnc23)c1	i	i	i	-1	5	i	-3	i	-1	-9	i
Cc1cc(C(=O)Nc2ccccc2C)n(-c2ccccc2)n1	i	i	i	0	-7	i	-2	i	-1	-6	i
O=C(O)c1ccccc1N/N=C\c1ccnc2ccccc12	i	i	i	1	2	i	44	i	2	-9	i
COc1ccc(-c2nn(-c3ccccc3)cc2/C=C(/C#N)C(N)=O)cc1[N+](=O)[O-]	i	i	i	1	4	i	-5	i	1	-8	i
CCCCOC(=O)Cn1cnc2ccc(Br)cc2c1=O	i	i	i	-2	10	i	.	i	0	-14	i
COCc1cc(C)nc(OCC(=O)N/N=C/c2ccc(C)o2)c1C#N	i	i	i	0	9	i	-3	i	.	-14	i
Cc1ccccc1CC1(CO)CCCN(Cc2ccc(C#CC(C)(C)O)cc2)C1 (centres undefined)	i	i	i	-1	2	i	-25	i	-5	-12	i
CCn1c(SCC(=O)Nc2sc3c(c2C#N)CCC(C(C)(C)C)C3)nnc1-c1ccco1 (centres undefined)	i	i	i	-2	0	i	5	i	-1	2	i
CCCc1ccc(C(=O)/C=C/N(C)C)cc1	i	i	i	3	2	i	-2	i	-2	-12	i
COc1ccc(CNc2nc(-c3cccnc3)nn2C(=O)c2cccs2)cc1	i	i	i	0	-6	i	16	i	-1	-13	i

Given field by field: entries from further up
COc1ccc(-c2nn(-c3ccccc3)cc2/C=C(/C#N)C(N)=O)cc1[N+](=O)[O-]
  PolyA inhibitor: i
  KCNQ1 pot: i
  KCNK9 inh: i
  GSK3B inh: 1
  HDAC3 inh: 4
  KCNQ1 block: i
  DYRK1A inh: -5
  KCNK3 block: i
  GSK3 alpha inh: 1
  hERG rescue: -8
  RGS4 pot: i

CCCCOC(=O)Cn1cnc2ccc(Br)cc2c1=O
  PolyA inhibitor: i
  KCNQ1 pot: i
  KCNK9 inh: i
  GSK3B inh: -2
  HDAC3 inh: 10
  KCNQ1 block: i
  DYRK1A inh: .
  KCNK3 block: i
  GSK3 alpha inh: 0
  hERG rescue: -14
  RGS4 pot: i

Further entries follow.
structure	PolyA inhibitor	KCNQ1 pot	KCNK9 inh	GSK3B inh	HDAC3 inh	KCNQ1 block	DYRK1A inh	KCNK3 block	GSK3 alpha inh	hERG rescue	RGS4 pot
Cc1cccc2cc3c(N)c(C#N)sc3nc12	i	i	i	-1	2	i	15	i	-7	-13	i
COc1ccc(C2N3CC4(C)CN2CC(C)(C3)C4)cc1OC (centres undefined)	i	i	i	0	3	i	1	i	-8	-12	i
Cc1ccc(S(=O)(=O)NC(CC(=O)O)c2ccccc2)c(C)c1 (centres undefined)	i	i	i	0	-2	i	2	i	-1	-8	i
CC(=O)c1cccc(NC(=O)Cn2nc(-c3ccccc3Cl)ccc2=O)c1	i	i	i	0	3	i	-2	i	-1	-5	i
CCOCCCNc1nc(=S)[nH]c2cc(OC)c(OC)cc12	i	i	i	0	8	i	3	i	-2	-5	i
O=C1CSC(c2cccs2)N1c1ccccc1 (centres undefined)	i	i	i	1	-3	i	0	i	-2	-6	i
Cc1nn(-c2ccccc2)c2c1C(c1ccco1)C(C#N)=C(N)O2 (centres undefined)	i	i	i	-5	2	i	2	i	3	-14	i
CCOC(=O)Cn1c(=O)oc2cc(S(=O)(=O)NCc3ccccn3)ccc21	i	i	i	1	5	i	1	i	-1	-5	i
CCC(C)NS(=O)(=O)c1ccc(NS(C)(=O)=O)cc1 (centres undefined)	i	i	i	-1	3	i	2	i	-3	-7	i
CCc1cc2c(COC(=O)c3c(C)noc3C)cc(=O)oc2cc1O	i	i	i	2	-9	i	-3	i	-1	-9	i
O=C(NCc1ccco1)C(c1cccs1)N(Cc1ccccc1)C(=O)Cn1nnc2ccccc21 (centres undefined)	i	i	i	3	0	i	3	i	-3	-4	i
Cn1c(SCCOc2ccc(F)cc2)nnc1-c1ccncc1	i	i	i	7	4	i	-1	i	3	-12	i
CCOC(=O)c1sc(N)c(C(=O)OC)c1C	i	i	i	0	7	i	.	i	0	-6	i
Cc1ccc(S(=O)(=O)CCC(=O)OCC(=O)N(Cc2ccccc2)C(C)C)cc1	i	i	i	-1	-2	i	-5	i	0	-10	i
Cc1cc(Oc2ccc(OCC(N)=O)nn2)nc(Cl)n1	i	i	i	4	-2	i	0	i	-1	-11	i
COc1ccccc1C(=O)Nc1ccc2c(c1)C(=O)NC2=O	i	i	i	1	-5	i	4	i	0	-9	i
Cc1cccc(CNC(=O)CCCn2nc(C)c3c(C)n(-c4ccccc4)nc3c2=O)c1	i	i	i	.	-2	i	4	i	1	-8	i
COc1cc(OC)cc(C(=O)Nc2ccc(N3CCN(C(=O)c4cccs4)CC3)cc2)c1	i	i	i	3	1	i	-6	i	-1	-9	i
CCOc1ncccc1C(=O)Nc1cccc(Cl)c1Cl	i	i	i	2	-2	i	5	i	1	0	i
O=C(N/N=C/c1ccc(N2CCCCC2)o1)C(O)(c1ccccc1)c1ccccc1	.	i	i	-1	8	i	.	.	-1	-6	i
Cc1ncc(C23CC4CC(CC(C4)C2)C3)[nH]1	i	i	i	-2	1	i	-6	i	0	-6	i
NS(=O)(=O)c1cccc(NC(=O)CSc2ncc(C(F)(F)F)cc2Cl)c1	i	i	i	-3	6	i	-2	i	-6	-12	i
O=C1Nc2ccccc2C1=O	i	i	i	0	1	i	-4	i	-2	-3	i
CCCc1c(C)[nH]c2nc3ccccc3n2c1=O	i	i	i	-7	-1	i	1	i	-2	-3	i
Cc1ccc([N+](=O)[O-])cc1NC(=O)C(C)Sc1nnc(C)n1CC1CCCO1 (centres undefined)	i	i	i	.	-1	i	-4	i	2	-8	i
COc1ccc(-c2nn(-c3ccccc3)cc2/C=C(\CC(=O)O)c2nc3ccccc3s2)cc1OC	i	i	i	3	-9	i	2	i	-3	-19	i
C[C@@H](C(=O)OCC(=O)NCCc1ccc(S(N)(=O)=O)cc1)N1C(=O)C2CCCCC2C1=O (some centres undefined)	i	i	i	0	0	i	-5	i	1	-2	i
CCC(NC(=O)Nc1cc(C)on1)(C(F)(F)F)C(F)(F)F	i	i	i	1	5	i	-7	i	-1	-8	i
O=[N+]([O-])c1ccc(N2CCN(S(=O)(=O)c3ccccc3)CC2)cc1NCCN1CCOCC1	i	i	i	1	0	i	5	i	1	0	i
COC(=O)c1ccc(NC(=O)c2ccc(OC(C)=O)c(OC)c2)cc1	i	i	i	-4	-11	i	6	i	-3	-11	i
O=C(CSc1nnc(-c2ccncc2)n1Cc1ccco1)Nc1ccccc1Cl	i	i	i	4	-5	i	-1	i	2	-15	i
O=C(COc1ccc2c(c1)CCC2)N1CCN(c2ccc(F)cc2)CC1	i	i	i	-22	0	i	0	i	-2	-12	i
CCOC(=O)c1c(C)[nH]c(C(=O)OCC(=O)c2ccccc2)c1C	i	i	i	4	8	i	12	i	-2	-14	i
O=C(C1CCC(=O)N(C2CC2)C1)N1CCN(c2cccc(Cl)c2)CC1 (centres undefined)	i	i	i	2	5	i	-2	i	0	-4	i
Cc1ccc(NC(=S)Nc2ccc3[nH]c(=O)[nH]c3c2)cc1C	i	i	i	-1	-5	i	23	i	5	-12	i
COc1cc(/C=C/c2[nH]c(=O)[nH]c(=O)c2[N+](=O)[O-])cc(OC)c1O	i	i	i	-1	6	i	.	i	2	-2	i
O=C1Nc2c(c(=O)[nH]c(=O)n2Cc2ccccc2)C1(NS(=O)(=O)c1ccccc1)C(F)(F)F (centres undefined)	i	i	i	1	0	i	0	i	-1	-11	i
O=C(Nc1ccccc1O)c1ccc2c(c1)C(=O)N(N1C(=O)c3ccccc3C1=O)C2=O	i	i	i	-1	8	i	-2	i	-1	0	i
O=C(COC(=O)Cc1ccc(Br)cc1)NC12CC3CC(CC(C3)C1)C2	i	i	i	.	7	i	-3	i	0	-5	i
CC1CCCC(C)N1CCNC(=O)CCc1nnc2n(Cc3ccccc3)c(=O)c3ccccc3n12 (centres undefined)	i	i	i	2	-6	i	9	i	2	-8	i
CC1CCCCC1NC(=O)CCCCn1c(=O)[nH]c2ccsc2c1=O (centres undefined)	i	i	i	0	0	i	5	i	1	-7	i
CCCCC(=O)Nc1cccc(NC(=O)c2cccc(Br)c2)c1	i	i	i	-2	0	i	-3	i	-2	-13	i

High-throughput results as filed in PubChem.
